Assay outcomes (PubChem)
Ba/F3 V617F tox = loss of viability in JAK2V617F-driven Ba/F3 cells; inhibition, % at 5.6 µM; hit rate 1.1% among 220,000; Ba/F3 EpoR-JAK2V617F viability, ATP luminescence;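 active = inhibition above the campaign mean plus 3 SD over all tested compounds, cut at about 24% in these data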;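 note: cytokine-independent growth of Ba/F3 cells driven by EpoR plus mutant JAK2; 0% = DMSO-treated cells and 100% = JAK inhibitor I control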
S1P4 antag = human S1P4 receptor antagonism; S1P4-expressing cells, antagonist mode, reporter read-out; inhibition, % at 4.98 µM; hit rate 0.26% among 220,000; in the data active = inhibition above about 29%;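 note: 0% = wells stimulated with agonist and 100% = vehicle wells without agonist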
NPY2 pot ag = potentiates or activates human NPY-Y2 receptor; activation, % at 3.6 µM; hit rate 0.45% among 220,000; cells expressing NPY-Y2, potentiator/agonist read-out; in the data active = activation above about 27%;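 note: cells stimulated with NPY near EC25 plus isoproterenol at EC100; 0% = vehicle plus submaximal agonist and 100% = vehicle plus saturating agonist; some results beyond the cut were filed as inactive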
Target sequence (P49146 whole entry, looked up): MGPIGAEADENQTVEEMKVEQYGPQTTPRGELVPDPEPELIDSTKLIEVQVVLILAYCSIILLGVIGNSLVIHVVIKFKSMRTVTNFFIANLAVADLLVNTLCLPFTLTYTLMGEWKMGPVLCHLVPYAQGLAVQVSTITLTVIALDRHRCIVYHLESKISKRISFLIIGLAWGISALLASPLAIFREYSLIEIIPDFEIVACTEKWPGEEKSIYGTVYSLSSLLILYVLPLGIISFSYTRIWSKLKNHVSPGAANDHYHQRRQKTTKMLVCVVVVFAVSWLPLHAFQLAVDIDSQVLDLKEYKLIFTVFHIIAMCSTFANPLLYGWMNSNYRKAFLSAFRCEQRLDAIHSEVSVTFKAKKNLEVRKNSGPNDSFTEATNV
BaF3 tox = counter-screen for JAK2V617F inhibitors: parental Ba/F3 viability inhibitors; CellTiter-Glo ATP luminescence; inhibition, % at 5.6 µM; hit rate 1.1% among 220,000; AID 1486;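 active = inhibition above a per-campaign cutoff, the mean inhibition of all tested compounds plus 3 SD, cut at about 27% in these data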;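 note: 0% = DMSO wells and 100% = JAK Inhibitor I control wells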
CHOP inh = blocks CHOP induction under ER stress. CHO-K1 CHOP-promoter luciferase, tunicamycin-induced, 15-18 h. inhibition, % at 10 µM. hit rate 3.8% among 220,000;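 active = compounds that reduced the stress-induced luciferase reporter signal by more than about 70% of percent inhibition, limit read from the data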;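 note: 0% = tunicamycin plus vehicle and 100% = wells without tunicamycin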
NPY Y1 blocker = antagonists of human neuropeptide Y receptor Y1 | inhibition, % at 3.6 µM | AID 1040 | HEK293-CNG Y1 cells, membrane potential fluorescence; NPY at EC95, then isoproterenol | hit rate 1% among 200,000;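 active = inhibition above the campaign mean inhibition of all tested compounds plus 3 SD, cut at about 20% in these data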;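 note: 0% = DMSO wells given NPY plus isoproterenol and 100% = isoproterenol alone without NPY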
Target sequence (P25929 whole entry, looked up): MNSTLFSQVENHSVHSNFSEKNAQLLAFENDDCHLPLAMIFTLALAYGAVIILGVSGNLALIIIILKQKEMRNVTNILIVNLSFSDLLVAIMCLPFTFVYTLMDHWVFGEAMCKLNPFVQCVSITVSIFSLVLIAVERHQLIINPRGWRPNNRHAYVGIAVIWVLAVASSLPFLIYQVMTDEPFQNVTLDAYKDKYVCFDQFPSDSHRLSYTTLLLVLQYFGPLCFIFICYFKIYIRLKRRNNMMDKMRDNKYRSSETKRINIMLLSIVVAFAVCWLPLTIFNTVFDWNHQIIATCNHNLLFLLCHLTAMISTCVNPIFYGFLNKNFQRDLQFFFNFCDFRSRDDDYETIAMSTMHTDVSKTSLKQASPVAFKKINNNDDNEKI
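Material: HEK293 cells with Y1 receptor plus CNG channel; times: compound incubation 1 h at room temperature, readout 45 min post-stimulation; signal: fluorescence, membrane potential probe; read-out basis: fluorescence ratio normalized to % inhibition between controls; benchmarks: full-block control isoproterenol-only wells, zero-block control NPY plus isoproterenol wells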
S1P4 agonist = activates the human S1P4 receptor | O95977 | S1P4-expressing cell line, agonist reporter assay | activation, % at 4.98 µM | hit rate 0.35% among 220,000 | AID 1509; in the data active = activation above about 11%;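 note: 0% = DMSO vehicle and 100% = reference agonist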
NPY1 pot ag = human NPY-Y1 potentiation or agonism, primary screen. activation, % at 3.6 µM. NPY-Y1 expressing cells, potentiator/agonist activation. hit rate 0.37% among 220,000. P25929; in the data active = activation above about 33%, passing the limit was not always enough;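 note: cells stimulated with NPY at EC10 then isoproterenol at EC100; 0% = low agonist plus stimulus and 100% = saturating agonist plus stimulus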
NCF1 inh = blocks human p47phox regulatory protein of NADPH oxidases | AID 1274 | p47phox/p22phox peptide binding, fluorescence polarization, 2 h | inhibition, % at 24.7 µM | hit rate 0.53% among 220,000 | P14598;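 active = inhibition above about 30%, limit read from the data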;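 note: 0% = p47phox with labelled peptide and 100% = labelled peptide alone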
An asterisk follows results filed as active; x = no result given.

SMILES	Ba/F3 V617F tox	S1P4 antag	NPY2 pot ag	BaF3 tox	CHOP inh	NPY Y1 blocker	S1P4 agonist	NPY1 pot ag	NCF1 inh
Cc1ccc(CNC(=O)C2CC(c3ccccc3[N+](=O)[O-])=NO2)cc1 (stereo not given)	0	-1	1	8	33	-3	0.6	1	2
COc1cc(/C=N/NC(=O)C(Cc2c[nH]c3ccccc23)NC(=O)OCC(C)C)cc([N+](=O)[O-])c1O (stereo not given)	4	2	0	6	-9	7	0.7	-6	-1
COc1cc(-c2nc(-c3ccccc3)c(-c3cccs3)[nH]2)cc(OC)c1O	2	-1	-1	6	12	-8	-0.6	3	-43
Cc1ccc(NCC(=O)N/N=C/c2ccc(OC(=O)c3ccco3)cc2)cc1	-4	18	22	4	-13	3	-2.3	3	-9
Cc1ccc(C)c(N2CCN(C(=O)C3CCN(S(=O)(=O)c4c(C)noc4C)CC3)CC2)c1	3	-18	17	24	33	x	-0.3	-7	-8
Cc1cccc(N2CC3=C(C2=O)C(c2ccccc2)NC(=O)N3C)c1 (stereo not given)	-2	-2	-1	1	31	1	-0.2	18	-1
O=C(Cc1ccccc1)NCCSCc1ccco1	-3	-1	0	0	29	-2	1.6	14	3
CCN(CC)C(=O)c1sc2nc(-c3ccncc3)[nH]c(=O)c2c1C	-2	2	21	0	-39	-2	0.8	-2	-12
O=C1CSCC(=O)N1c1ccccc1	4	-13	0	6	-27	5	0.9	17	-2
FC(F)Oc1ccc(NC(=S)NCc2ccccc2)cc1Cl	-2	-2	-5	4	45	-6	-1.9	2	-12
CCCc1ccc(-c2csc(NC(=O)Cc3cccs3)n2)cc1	-2	-1	-11	3	12	-6	-4.4	17	5
O=C(COc1ncnc2ccccc12)NCCc1ccc(F)cc1	-3	-18	3	0	-18	-5	1.2	-3	-1
COc1cccc(C2CN(c3ccc(F)cc3F)N=C2c2cccs2)c1OC (stereo not given)	4	-11	-12	4	-11	15	25*	-49	-24
CCOC(=O)c1c(NC(=O)c2cccs2)sc2c1CCN(C(=O)OCC)C2	1	7	-7	5	22	14	-0.7	-39	-39
Cc1cc(C)cc(N2CN=c3s/c(=C\c4ccco4)c(=O)n3C2)c1	4	-3	2	7	34	2	-1.2	0	-1
Cc1cc(F)ccc1S(=O)(=O)N(C(=O)c1ccncc1)c1ccc(OC(=O)c2ccncc2)cc1	0	18	6	6	-25	-3	1.2	3	3
OCC1(CCCc2ccccc2)CCN(Cc2ccc(F)cc2)CC1	0	-10	-16	3	9	18	0.9	0	1
C/C(=N/NC(=O)CN1CCN(Cc2ccccc2Cl)CC1)c1cccnc1	1	14	11	-2	7	x	-1.1	17	4
C/C(=N\O)C(C)/[N+]([O-])=C/c1nc(C)c(C)n1O (stereo not given)	6	-8	-3	8	x	3	0.5	2	x
CCCCOC(=O)C1=C(C)Nc2ncnn2C1c1cc(OC)c(OC)cc1OC (stereo not given)	-3	6	-6	0	13	-5	-0.9	-6	-6
CCc1ccc2c(c1)c1nc(C)sc1n2CC	-3	-7	-12	1	36	3	1.0	-11	-16
COc1ccc(NC(=O)C2CCN(S(=O)(=O)c3ccc(OC)c(OC)c3)CC2)c(OC)c1	2	-7	-16	7	10	-4	-0.1	1	-22
CCOc1ccc(NC(=O)CC2C(=O)N(CC)C(=S)N2CCN2CCOCC2)cc1 (stereo not given)	-3	-9	13	5	6	4	0.9	11	-13
C=CCOc1c(CCC)cc(CCC)cc1C(N)=O	-1	-6	28	0	24	x	1.1	19	-15
Cc1nc(N2CCCC2)c2ccsc2n1	-3	1	5	-1	25	-8	-1.4	1	-5

New compounds follow
SMILES	Ba/F3 V617F tox	S1P4 antag	NPY2 pot ag	BaF3 tox	CHOP inh	NPY Y1 blocker	S1P4 agonist	NPY1 pot ag	NCF1 inh
O=c1[nH]c2ccc(S(=O)(=O)N3CCCCC3)cc2[nH]c1=O	-2	-10	-10	1	20	1	0.8	19	5
CCCCC(C(=O)O)C(C)CC(=O)Nc1nccs1 (stereo not given)	-1	-12	14	2	9	x	1.4	-10	-3
CCOc1ccc(OCc2nnc(SCC(=O)NC3CCS(=O)(=O)C3)n2-c2ccc(Cl)cc2)cc1 (stereo not given)	-1	4	3	1	-37	2	0.2	4	6
O=C(NCc1ccco1)c1ccc(C(F)(F)F)cc1	-4	0	1	2	-5	2	1.1	-11	-5
C/C(=N\NC(=O)c1c(Cl)c(C)nn1C)c1cccc(NC(=O)COc2ccccc2)c1	6	12	-13	5	10	3	1.0	1	15
CC(C)CCNC(=O)c1cccnc1Sc1ccccc1	0	-13	-2	8	0	2	-0.2	-20	-19
COc1ccc(C)cc1NC(=O)COC(=O)c1ccc(OCc2ccc(Cl)cc2Cl)c(OC)c1	-6	-10	12	2	31	1	-0.4	17	6
CCCCn1c(SCC(=O)NCc2ccccc2)nc2ccc(N3CCOCC3)cc2c1=O	-1	-9	-11	3	5	3	0.6	-1	5
CC1CCCCC1NC(=O)c1cc2c(s1)CS(=O)(=O)C2 (stereo not given)	-4	-9	5	5	-13	1	-0.9	5	-24
O=C(O)c1ccc(NS(=O)(=O)c2ccc(Cl)c(Cl)c2)cc1O	-2	-18	-12	-3	21	1	4.2	-15	-18
C=CCN(CC=C)S(=O)(=O)c1ccc(C(=O)Nc2nc3c(s2)CCc2ccccc2-3)cc1	3	-15	-22	3	71*	1	0.4	-18	6
Nc1nc(SCC(=O)c2ccc(Br)s2)n[nH]1	-5	-4	-14	4	-5	1	0.1	10	-9
CCOC(=O)c1c(OCCO)noc1N	2	5	-7	4	-1	-2	-1.5	-11	-3
CCOc1ccc(CN2CCC(C(=O)N3CCN(c4ccccc4F)CC3)CC2)cc1OC	0	-12	-1	13	3	5	1.0	6	-8
O=C1c2cccnc2C(=O)N1Cc1ccco1	1	-16	0	4	17	1	-1.6	1	1
CCCn1c(N2CCN(CC(=O)Nc3ccc4c(c3)OCCO4)CC2)nc2ccccc21	3	-21	-15	5	3	2	-0.6	-10	-6
O=C1OC(c2cccs2)=N/C1=C\c1ccc(-c2cccc(Cl)c2)o1	2	-27	-4	2	11	0	-0.6	-6	27
O=C1NC(Nc2ccccn2)(C(F)(F)F)C(=O)N1c1ccc(F)cc1 (stereo not given)	1	-22	-7	5	-2	0	1.9	-15	-6
CC1CCN(c2oc(Cc3cccc4ccccc34)nc2C#N)CC1	-2	-39	-7	2	-4	4	0.4	-25	-2
CCCCOC(=O)c1ccc(NC(c2ccc(C)cc2)P(=O)(OC)OC)cc1 (stereo not given)	2	-2	-10	6	19	5	-0.2	-5	-17
CCn1c(C(C)C)n[nH]c1=S	0	-14	-1	4	12	5	0.8	12	-2
CC(=O)c1sc(NC(=O)C(C)(C)C)nc1C	-3	-2	13	5	-10	1	1.3	-2	-6
Cc1ccc2nc(SCC(=O)c3ccc(O)cc3O)[nH]c2c1	-1	-8	-36	-2	1	x	-0.1	2	-60
CCOc1ccc2nc3ccc4[nH]onc4c3c2c1	1	12	22	7	x	-19	3.5	20	x
CCC(C)Nc1nc(N)c([N+](=O)[O-])c(Nc2cc(OC)ccc2OC)n1 (stereo not given)	1	-12	-6	-1	22	x	1.7	0	-9

Continued:
SMILES	Ba/F3 V617F tox	S1P4 antag	NPY2 pot ag	BaF3 tox	CHOP inh	NPY Y1 blocker	S1P4 agonist	NPY1 pot ag	NCF1 inh
CC1(C)CC(=O)C2=C(C1)OC(N)=C(C#N)C2C#Cc1ccccc1 (stereo not given)	0	-10	-2	2	-51	4	3.0	5	1
Cc1cccc2cc(CN(CCN3CCOCC3)C(=O)NCc3ccccc3)c(=O)[nH]c12	1	4	21	4	-40	2	0.6	21	-6
CCC1CCc2sc(C(=O)O)cc2C1 (stereo not given)	0	-13	-26	5	52	-1	1.5	-13	-3
O=C(c1cc2ccccc2c(=O)o1)N1CCCC1	2	-7	-6	3	12	1	-0.7	-8	-5
COC(=O)c1cc(Br)ccc1-c1ccc(/C=N/n2nnnc2N)o1	-3	1	1	5	46	4	-0.6	-7	-19
CSc1nnc(-c2sc(-c3ccccc3)nc2C)n1C	8	17	-17	13	4	5	0.5	-12	-12
O=[N+]([O-])c1ccc(-c2cc(-c3ccc(Cl)cc3)n[nH]2)cc1	-1	2	-7	-3	12	-2	-2.8	-24	-63
CC(C)(C)c1ccc(OCCC(=O)NC2=NCCS2)cc1	-3	-10	-12	5	-13	5	-2.0	6	-8
Cc1cccc(OCC(=O)N2CCCc3ccccc32)c1	-2	1	-5	2	13	0	1.4	28	1
COc1ccc(N=CC2=C(O)CC(C)(C)CC2=O)cc1OC	-4	-2	-16	1	31	x	0.4	18	0
CCCCOc1ccc(/C=C/C(=O)OCC(=O)NC(=O)NCC(C)C)cc1OCC	-1	-18	14	7	72*	0	0.4	-3	-3
CCCOC(=O)/C(C(N)=NCc1ccccc1)=C(\O)OCCC	1	-11	-4	4	3	3	2.0	4	-13
COc1ccc(CCNC(=O)COc2ccc(-c3ccc(C#N)cc3)cc2)cc1	-4	-61	1	3	27	4	-2.1	1	8
Cc1cc(NC(=O)CN2CCN(c3ccc(O)cc3)CC2)no1	3	-14	-12	5	19	5	1.7	2	3
CSC1=NC(C)N2C(SC)=NC(C)N12 (stereo not given)	-1	-10	-6	1	0	x	0.3	3	3
COc1ccc(N/C=C/C(=O)c2ccc(Oc3ncccn3)cc2)cc1	2	-16	10	6	66	-5	0.0	13	-16
CC(=O)Nc1cccc(OCC(=O)/C=C2\N(C)c3ccccc3C2(C)C)c1	38*	-28	-8	44*	32	2	1.1	1	-104
Cc1nc(C(=O)Nc2ccc(F)cc2)nn1-c1ccc([N+](=O)[O-])cc1	7	-3	-10	4	-5	0	-0.7	3	-3
C=CCn1c(SCC(=O)Nc2ccc3c(c2)OCCO3)nnc1-c1ccccn1	0	-1	9	4	8	4	1.3	6	-2
CCOC(=O)NNc1ccc2nonc2c1[N+](=O)[O-]	-1	14	-10	0	13	x	-1.6	-18	16
Cc1cc(Cl)ccc1OC(C)C(=O)NCCc1ccc2c(c1)OCCO2 (stereo not given)	-2	1	-19	8	36	16	-1.4	-68	0
Nc1c(Sc2ccccc2)c(=O)[nH]c(=O)n1Cc1ccccc1	0	-8	-16	4	x	1	1.4	10	x
CC(C)n1c(SCC(=O)NCc2ccco2)nc2c1c(=O)n(C)c(=O)n2C	0	-6	-22	2	36	1	0.2	-22	-1
CC1=C(C)CC(C(=O)Nc2nc(-c3ccc(F)cc3)c(C)s2)C(C(=O)O)C1 (stereo not given)	-2	-14	3	3	-21	3	0.6	12	-6
CCNC(=S)Nc1cc(C)ccn1	-1	-12	21	8	-16	-1	0.2	1	-6
CCCNc1nc2c(c(=O)n(C)c(=O)n2C)n1Cc1ccc(F)cc1	22	-15	-3	36*	56	1	1.2	-3	-2
Clc1ccc2c(c1)C(C1=NCCN1)c1ccccc1CS2 (stereo not given)	76*	-19	9	70*	4	3	-0.3	-10	-1
CNS(=O)(=O)c1cccc(C(=O)OCC(=O)Nc2ccc(OC)cc2[N+](=O)[O-])c1	1	-15	2	7	20	-4	0.6	3	1
